# Screens from PubChem BioAssay.
# ABHD4 inh – ABHD4 (mouse) inhibition, primary FP screen. Q8VD66. purified mABHD4, FP-Rh probe fluorescence polarization. inhibition, % at 8.92 µM. actives 0.54% (n = 370,000);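 active means inhibition exceeding the mean over every tested compound plus 3 SD, cut at about 30% in these data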;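 further: 0% = plate median of compound wells and 100% = S159A mutant with DMSO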
#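 Assay system: mABHD4 protein; medium: HEPES pH 7.0, NaCl, Pluronic buffer; dosing: 8.92 µM, single dose; schedule: 45 min + 60 min at 25 °C; signal: FP readout, ex 525 nm / em 598 nm; read-out: normalized percent inhibition of probe labeling; repeats: single replicate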
# HTRA1 inh – HTRA1 (human) protease inhibition; recombinant HTRA1, FP-rhodamine activity-based probe, fluorescence polarization; actives 0.5% (n = 340,000); inhibition, % at 5.96 µM; Q92743; in the data active means inhibition above about 36%;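 further: 0% = enzyme with DMSO and 100% = wells lacking enzyme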
# Target sequence (Q92743 whole entry, looked up): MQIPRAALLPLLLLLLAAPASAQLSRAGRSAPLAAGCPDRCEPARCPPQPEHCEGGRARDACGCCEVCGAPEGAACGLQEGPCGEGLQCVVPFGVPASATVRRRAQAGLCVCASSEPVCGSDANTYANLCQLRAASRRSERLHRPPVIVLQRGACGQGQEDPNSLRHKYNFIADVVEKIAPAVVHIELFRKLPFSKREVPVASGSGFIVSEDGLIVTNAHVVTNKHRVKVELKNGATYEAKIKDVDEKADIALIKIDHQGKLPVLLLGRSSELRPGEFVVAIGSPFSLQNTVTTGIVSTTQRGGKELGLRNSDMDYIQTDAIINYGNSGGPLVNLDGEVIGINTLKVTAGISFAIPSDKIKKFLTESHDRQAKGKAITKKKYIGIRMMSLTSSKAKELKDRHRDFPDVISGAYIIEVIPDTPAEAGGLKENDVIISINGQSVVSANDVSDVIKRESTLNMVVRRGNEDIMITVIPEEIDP
# TDP2 absorb – blocks human TDP2 phosphodiesterase activity | actives 0.34% (n = 370,000) | inhibition, % at 12.8 µM | O95551 | recombinant TDP2, T5PNP hydrolysis, p-nitrophenol absorbance 415 nm;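 active means inhibition above the mean of all tested compounds plus 3 SD, set per campaign, cut at about 25% in these data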;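 further: 0% = DMSO with enzyme and 100% = buffer with substrate but no TDP2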
# Target sequence (O95551 whole entry, looked up): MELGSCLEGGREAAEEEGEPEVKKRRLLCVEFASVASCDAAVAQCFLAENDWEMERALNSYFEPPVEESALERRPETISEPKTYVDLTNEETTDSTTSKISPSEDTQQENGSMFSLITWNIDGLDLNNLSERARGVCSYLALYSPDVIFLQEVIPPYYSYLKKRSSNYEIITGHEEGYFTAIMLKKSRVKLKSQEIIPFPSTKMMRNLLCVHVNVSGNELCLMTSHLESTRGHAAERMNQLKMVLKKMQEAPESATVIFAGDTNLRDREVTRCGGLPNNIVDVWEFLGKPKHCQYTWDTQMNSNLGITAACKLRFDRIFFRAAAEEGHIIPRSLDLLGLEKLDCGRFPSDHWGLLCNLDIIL
#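 System – recombinant human TDP2 · Amount – 120 nM TDP2 per well · Buffer or medium – Mg2+-containing Tris-HCl buffer, pH 7.5 · Reagent – T5PNP substrate, 5 mM · Dosing – 12.8 µM single point, 1% DMSO · Incubation – 2 h at 37 °C · Measured by – epi absorbance · Read-out basis – percent inhibition · Benchmarks – high control without enzyme, low control DMSO plus TDP2 · Repeats – singlicate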
# rCAG RNA binder – molecules binding r(CAG) RNA repeats | r(CAG) RNA repeat, TO-PRO-1 dye displacement fluorescence | inhibition, % at 3 µM | actives 1.3% (n = 370,000);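 active means inhibition above the plate cutoff, the mean of all test compounds on that plate plus 3 SD, cut at about 35% in these data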;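 further: 0% = DMSO alone and 100% = 100 µM mitoxantrone as full dye displacement; higher means more dye released from RNA so lower well fluorescence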
# TCR CD3 inh – human TCR-CD3 binding inhibition. actives 0.37% (n = 360,000). inhibition, % at 9.4 µM. TAMRA-labeled TCR probe fluorescence, biochemical; in the data active means inhibition above about 19%;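 further: recombinant mutant TCR 2C K166C tagged with TAMRA read by polarization; 0% = receptor in buffer alone and 100% = receptor with positive control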
# PRMT1 FP inh – inhibitors of human PRMT1; AID 652257; recombinant PRMT1, activity-based probe fluorescence polarization; inhibition, % at 2.79 µM; actives 1.3% (n = 370,000);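 active means inhibition above about 21% made by adding two undisclosed values, limit read from the data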
# SIAE primary – blocks human sialic acid acetylesterase. actives 0.69% (n = 370,000). Q9HAT2. AID 1053197. SIAE FP-Rh probe binding, fluorescence polarization. inhibition, % at 9.66 µM;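 active means inhibition above a cutoff: mean of compounds within the control limits plus 3 SD of those, cut at about 17% in these data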;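 further: 0% = plate median of compound wells and 100% = probe without SIAE protein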
# LEDGF integ inh – blocks HIV-1 LEDGF/p75-dependent DNA integration. TR-FRET IN-LEDGF/p75 DNA integration, Eu/Cy5. inhibition, % at 3.7 µM. actives 0.64% (n = 370,000). AID 743269;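 active means inhibition above the screen-wide mean plus 3 SD, cut at about 13% in these data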;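 further: signal is the Cy5 over europium emission ratio at 671 and 618 nm; 0% = plate median of compound wells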
# MBD2 DNA inh – MBD2-methylated oligo binding inhibition; Q9UBB5; TR-FRET, MBD2 binding to methylated oligonucleotide; inhibition, % at 4.4 µM; actives 0.31% (n = 370,000); in the data active means inhibition above about 13%
# NPR2 activator – GC-B (human) receptor activation. actives 0.11% (n = 370,000). HEK293-GC-B cells, CNP EC30, cGMP TR-FRET; 0% at EC30 CNP, 100% saturating CNP. P20594. activation, % at 10 µM. AID 1920062;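 active means activation at 10 µM reaching about 35% in either raw or pattern-adjusted values, limit read from the data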
# An asterisk follows results filed as active; x = not tested or not shown; & = joins results of further samples.
SMILES,ABHD4 inh,HTRA1 inh,TDP2 absorb,rCAG RNA binder,TCR CD3 inh,PRMT1 FP inh,SIAE primary,LEDGF integ inh,MBD2 DNA inh,NPR2 activator
CC1CCCCC1NC(=S)NC(=O)c1ccccc1Cl (centres undefined),-26,-12,-26,-1,5,5,-13,2,-1,-1
Cc1nn(C)c(C)c1CCC(=O)N1CCCC(Nc2ccc(C(C)C)cc2)C1 (centres undefined),2,1,8,-7,8,-5,4,2,-2,-2
Cc1c(CNCc2cccs2)c(C(=O)O)c(C)n1Cc1ccccc1,5,4,1,1,-1,-1,4,0,3,4
CCOC(=O)CSc1nc2ccccc2n2c(C)nnc12,1,3,-5,-5,-3,2,-3,-2,1,9
COc1ccc(C(Cl)=C(C=O)c2ccc(OC)c(OC)c2)cc1OC,-7,x,-14,3,-5,-2,-5,6,-3,-4
O=C(/C=C/c1c(F)cccc1Cl)Nc1ccncc1,4,-3,0,-2,-1,1,-2,1,0,-5
CCN1CCC2(CC1)N=C(c1ccc(F)cc1)C(=S)N2,-3,1,1,-3,7,-4,-5,1,2,5
c1ccc(CCC2CCCCN2Cc2nc(-c3ccc4c(c3)OCO4)no2)nc1 (centres undefined),3,0,2,-8,-4,3,-2,-3,-2,-2
CC(OC(=O)c1ncc(Cl)c(Cl)c1Cl)C(=O)NC1CCCCC1C (centres undefined),-1,-3,4,0,6,1,-1,4,0,1
COc1cc(C)c(Cl)c(C)c1S(=O)(=O)NC1CC(C)(C)NC(C)(C)C1,11,1,4,0,1,4,6,0,-2,-6
CCCn1c(=O)c2c(nc(Br)n2CCC)n(C)c1=O,-2,7,-1,-3,0,-4,6,-2,1,-3
O=C(CN1CCOCC1)Nc1ccc(S(=O)(=O)NC2CCCCC2)cc1,1,0,0,-2,6,-1,2,-2,5,2
O=C1NC2C3CC(c4ccccc43)C12 (centres undefined),-1,1,6,3,-3,1,-3,-10,0,1
O=C(OC(C(=O)Nc1ccc(Cl)cc1C(F)(F)F)c1ccccc1)C1=COCCO1 (centres undefined),4,-10,7,-3,13,-1,-3,-3,-2,-8
CCCCNC(=O)C1(C)CCCCN1C(=O)c1c(Cl)cccc1Cl (centres undefined),-4,x,0,1,-5,-2,-3,3,-3,3
Cc1cc(C(=O)N2CCN(S(C)(=O)=O)CC2)sc1-c1ccccc1,-1,1,2,-1,-3,-2,1,0,2,-4
COc1cc(C(=O)NCCNC(=O)c2cnccn2)cc(OC)c1OC,7,3,9,1,4,1,-5,0,0,4
Clc1ccccc1-c1nnc2sc(CCc3ccccc3)nn12,-9,-10,-5,4,-7,4,12,1,8,3
Cc1ccccc1OCc1nnc(SCC(=O)Nc2ccc3nc(SCC(=O)NC(C)(C)C)sc3c2)n1C,-3,-6,0,4,-4,-1,-5,0,1,-4
Cc1cc(O)c(C(C)C)cc1N=Cc1ccc(N(C)C)cc1,14,9,5,2,3,20,13,-2,-2,-15
Cc1nc(C(=O)N2CCCC(N3CCN(c4ccccc4C)CC3)C2)cs1 (centres undefined),3,-1,18,-6,4,-3,8,-2,1,1
Fc1ccc2nc(Nc3nc4cc5c(cc4s3)OCO5)sc2c1,7,0,5,6,-3,-1,25*,1,0,0
O=C(Nc1ccccc1)N(Cc1ccc(Cl)cc1)CC(O)C(F)(F)F (centres undefined),-1,-4,-3,1,-3,0,-1,-5,0,-6
CCCNC(=O)C/C(C)=N/NC(=O)C(=O)Nc1ccccn1,6,-7,-11,-3,-1,4,3,-7,-2,1
CCN(CC)C(=O)CN(c1ccc(F)c(Cl)c1)S(C)(=O)=O,3,8,-11,1,-4,0,4,1,0,5
Cc1ccc(C(=O)OCC(=O)NCCNC(=O)COC(=O)c2ccc(C)o2)o1,0,-1,7,0,4,-3,3,0,2,-2
CC(C)(C)C(=O)CN1C(=O)NC2(CCc3ccccc32)C1=O (centres undefined),-1,5,15,-2,11,-1,9,1,2,1
O=C(CSc1nc2ccccc2[nH]1)Nc1cccc(S(=O)(=O)N2CCOCC2)c1,-9,-14,17,8,-2,4,-1,3,2,-4
O=C(O)CSc1nnc(COc2cccc3cccnc23)n1-c1ccc(Cl)cc1,1,7,-3,7,10,-5,0,0,-3,-4
Cc1cccc(NC(=O)C(=O)NCC2CCCN2S(=O)(=O)c2cccs2)c1C (centres undefined),0,-7,0,0,1,2,5,1,-7,0
CCN(CC)CCN1C(=O)C(=O)/C(=C(/O)c2c(C)[nH]c(C(=O)OC)c2C)C1c1ccccc1OC (centres undefined),1,-2,6,1,0,1,-4,-1,0,-1
O=Cc1coc([B-](F)(F)F)c1,7,x,-9,3,-4,-2,5,1,-4,6
CN(C)S(=O)(=O)c1ccc(N2CCCC2)c(C(=O)NCCc2ccc(F)cc2)c1,-2,-3,5,-4,3,-3,-4,1,-1,2
CN1C(=O)N(C)C2(c3ccccc3)Nn3c(s/c(=C/c4ccccc4)c3=O)=NC12c1ccccc1 (centres undefined),-6,0,1,4,3,3,3,2,-1,8
Cc1ccc(C2N(C)c3ccccc3-c3nc4ccccc4n32)o1 (centres undefined),-7,-12,-6,2,3,-1,7,-2,-4,-25
O=C(CN1CCCCC1CO)c1ccc(OC(F)F)cc1 (centres undefined),4,-9,-3,-6,5,2,2,-2,1,0
Nc1c(C(=O)N2CCCC2)sc2nc(-c3ccccc3)ccc12,-1,10,-11,12,1,34*,2,7,-7,2
CCOc1cc(S(=O)(=O)N(CC)CC)ccc1Br,11,-8,-13,-3,2,0,1,1,-3,3
COc1ccc(C2CC2C(=O)c2ccccn2)cc1 (centres undefined),-5,7,-4,-1,3,-1,1,4,-4,3
COc1ccc(Cl)cc1C(=O)Nn1c(C)nc2ccccc2c1=O,-8,-2,-11,3,-3,5,-1,4,-1,-3
CC(Oc1ccccc1)C(=O)N1CCN=C1SCc1ccccc1F (centres undefined),-5,-3,-5,-4,2,-2,-9,-2,1,-1
CC(C)(C)OC(=O)NC(Cc1ccccc1)C1CC(C#N)C(=O)O1 (centres undefined),3,x,3,x,x,0,7,-3,1,-6
CCN(CC(=O)c1c(N)n(C)c(=O)n(C)c1=O)c1cccc2ccccc12,13,10,38*,9,-5,1,20*,13,-12,2
COc1cc2c(cc1Cl)/C(=C\CCN(C)C)c1ccccc1S2,20,-9,-5,10,-4,3,4,0,3,-23
NC(C(=O)O)C1ON=C(Cl)C1O (centres undefined),4,-2,-3,41*,-3,0,9,3,-6,-6

# One compound at a time (already shown). Order of screens: ABHD4 inh | HTRA1 inh | TDP2 absorb | rCAG RNA binder | TCR CD3 inh | PRMT1 FP inh | SIAE primary | LEDGF integ inh | MBD2 DNA inh | NPR2 activator
# Record of `CN(C)S(=O)(=O)c1ccc(N2CCCC2)c(C(=O)NCCc2ccc(F)cc2)c1` = -2 | -3 | 5 | -4 | 3 | -3 | -4 | 1 | -1 | 2
# Record of `COc1cc(C(=O)NCCNC(=O)c2cnccn2)cc(OC)c1OC` = 7 | 3 | 9 | 1 | 4 | 1 | -5 | 0 | 0 | 4

# (listing goes on)
SMILES,ABHD4 inh,HTRA1 inh,TDP2 absorb,rCAG RNA binder,TCR CD3 inh,PRMT1 FP inh,SIAE primary,LEDGF integ inh,MBD2 DNA inh,NPR2 activator
CN1CCCN(S(=O)(=O)c2ccc(O)c(C(=O)O)c2)CC1,3,0,3,2,8,-2,7,3,-7,-1
CC(C)C[C@H]1COc2cc(Br)ccc2S(=O)(=O)N1Cc1ccc(Cl)cc1,2,x,4,4,0,-2,-2,4,-1,1
CCCCNC(=O)C1(C)CCCCN1C(=O)c1ccc2ccccc2n1 (centres undefined),-8,x,-2,1,0,4,3,1,2,7
COc1cc(-c2nnc(SCC(=O)OC3CCCCC3)o2)cc(OC)c1OC,2,-2,-13,-4,2,-3,6,4,-4,-3
Cc1c(NC(=O)c2ccc(NS(=O)(=O)c3ccc(F)c(F)c3)cc2)c(=O)n(-c2ccccc2)n1C,-2,5,-4,9,2,-6,-1,2,2,0
Cc1ccc(C(C(=O)NC2CCCC2)N2CCc3ccccc32)cc1 (centres undefined),1,10,-1,1,6,1,2,4,-5,-10
CCn1c(O)c(C2=NCCCC2)c2ccccc21,8,3,7,-5,4,0,5,2,-3,-6
CC(C)[C@@H](C)/C=C/[C@@H](C)[C@H]1CC[C@@H]2[C@]1(C)CCC1[C@]23C=C[C@]2(C[C@@H](O)CC[C@]12C)N(c1ccc(F)cn1)O3 (some centres undefined),12,x,5,1,12,9,15,-2,-2,-3
Cc1nc2ccc(C(=O)N(C)Cc3ccco3)cn2c1N(C)CC1CCCCC1,0,x,0,-3,-1,-4,1,1,-2,12
c1ccc(NC(c2ccccc2)c2ccncc2)cc1 (centres undefined),4,11,-5,-4,1,3,3,-13,4,5
CCCc1[nH]n(-c2nc3ccccc3s2)c(=O)c1C=NCC(C)C,-24,-15,9,1,-3,-4,-11,3,4,-7
CN=c1sc2c(n1C)C(=O)c1ccccc1C2=O,15,4,35*,4,-4,6,9,13,-10,-7
COc1ccc(N(CC(=O)N2CCN(Cc3ccccc3)CC2)S(C)(=O)=O)cc1,2,1,-2,-6,-5,3,5,3,2,5
COc1ccc2cc(C(=O)OC(C)C)sc(=O)c2c1OC,-5,-5,-10,1,-1,-1,-3,-3,-3,-4
NS(=O)(=O)c1ccc2nc(NC(=O)Nc3ccc(F)cc3)sc2c1,-46,-62,2,57*,-5,1,-38,-1,6,-3
Cc1ccc(S(=O)(=O)NN=C2CCCc3ccccc32)cc1,0,-7,1,6,-2,1,0,-5,-2,-1
CCOc1ccc2oc(C(=O)NCc3ccccc3CN3CCCC3)c(C)c2c1,-16,-18,-17,12,-8,8,1,-5,7,5
CCC1(CC)Nc2ccccc2C(=O)N1c1ccc(OC)cc1,-2,-4,2,-5,-8,6,-5,-4,5,-1
CCCNC1(C(N)=O)CCN(Cc2ccccc2)CC1,-5,5,-2,2,-1,4,2,2,6,-3
CCOC(=O)C1=C(C)NC2=C(C(=O)CCC2)C1c1cc(OC)ccc1OC (centres undefined),5,7,1,-4,4,-2,6,-2,1,-16
C[C@]12C=CC(=O)C=C1CC[C@@H]1[C@@H]2C(=O)C[C@@]2(C)[C@H]1CC[C@]2(O)C(=O)CO,-5&-1,5&2,0&2,2&2,4&2,-4&0,5&-9,3&-2,-3&0,-2&-8
CC(C)(C)NC(=S)NCC1CC1,3,13,-27,1,1,-2,2,3,-3,4
Cc1cccc(C(=O)NNC(=O)c2ccc(-c3ccccc3)cc2)c1,3,-2,0,5,4,-1,-9,-1,5,-4
CC(=O)COc1ccc2c(-c3cccc([N+](=O)[O-])c3)cc(=O)oc2c1,2,-7,2,9,4,-1,-2,-1,1,-2
CCn1nnnc1SCC(=O)NCc1ccc2c(c1)OCO2,5,5,-18,2,8,-1,1,-2,-4,6

# Pulled one by one from above (2):
SMILES,ABHD4 inh,HTRA1 inh,TDP2 absorb,rCAG RNA binder,TCR CD3 inh,PRMT1 FP inh,SIAE primary,LEDGF integ inh,MBD2 DNA inh,NPR2 activator
CCOC(=O)C1=C(C)NC2=C(C(=O)CCC2)C1c1cc(OC)ccc1OC (centres undefined),5,7,1,-4,4,-2,6,-2,1,-16
CC(=O)COc1ccc2c(-c3cccc([N+](=O)[O-])c3)cc(=O)oc2c1,2,-7,2,9,4,-1,-2,-1,1,-2

# These rows are one share of the data. The share of hits here may be higher or lower than overall.
